High-throughput results from PubChem BioAssay.
Rv3671c inh – inhibitors of M. tuberculosis serine protease Rv3671c. P9WHR9. inhibition, % at 5.96 µM. 320,000 tested, 0.048% active. AID 2606; in the data active = inhibition above about 38%;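 note: extracellular domain of Rv3671c used as enzyme; 0% = enzyme with DMSO and 100% = no enzyme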
BoNT F protease – BoNT F light chain protease inhibition; 360,000 tested, 0.22% active; inhibition, % at 10 µM; Multiplex microsphere protease cleavage assay, flow cytometry; in the data active = inhibition above about 35%, passing the limit was not always enough; inconclusive = no clear call, values can overlap the other calls; note: plate controls were buffer without enzyme for full effect and enzyme alone for no effect
PrPC TRFRET – reduces human prion protein on the cell surface; AID 720596; cell surface PrPC, TR-FRET read-out; inhibition, % at 13.8 µM; P04156; 370,000 tested, 0.43% active; in the data active = inhibition above about 24%; note: 0% = median of the test wells and 100% = reference compound wells
SARS 3CLpro inh – SARS-CoV 3CLpro protease inhibition | P0C6X7 | recombinant SARS-CoV 3CLpro, quenched FRET peptide cleavage | inhibition, % at 6 µM | 290,000 tested, 0.14% active; in the data active = inhibition above about 12%
BoNT-A LC inh2 – BoNT A light chain protease inhibition | multiplex microsphere protease substrate cleavage, flow cytometry | inhibition, % at 10 µM | 360,000 tested, 0.17% active | AID 588499; note: plate controls were buffer without enzyme for full effect and enzyme alone for no effect
DUSP3 inh – blocks human VHR1 dual specificity phosphatase | 290,000 tested, 0.52% active | P51452 | inhibition, % at 13.3 µM | recombinant VHR phosphatase, pNPP absorbance; in the data active = inhibition above about 50%; note: some compounds called inactive have numbers as strong as hits
Target sequence (P51452 whole entry, looked up): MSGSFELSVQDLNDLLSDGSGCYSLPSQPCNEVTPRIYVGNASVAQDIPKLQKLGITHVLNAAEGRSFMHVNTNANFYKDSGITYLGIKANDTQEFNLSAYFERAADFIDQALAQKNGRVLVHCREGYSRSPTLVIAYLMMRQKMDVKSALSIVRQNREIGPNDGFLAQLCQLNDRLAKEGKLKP
MazF activator – MazEF (E. coli) toxin RNase activation; 350,000 tested, 0.32% active; P0AE70; AID 504720; activation, % at 20 µM; FAM/BHQ RNA-DNA oligo cleavage fluorescence, 5 h; in the data active = activation above about 50%
Target sequence (P0AE70 whole entry, looked up): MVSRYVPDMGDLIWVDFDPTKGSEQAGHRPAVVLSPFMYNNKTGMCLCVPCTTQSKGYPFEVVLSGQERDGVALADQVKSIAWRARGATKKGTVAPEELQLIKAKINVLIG
Anthrax LF inh2 – inhibitors of Bacillus anthracis lethal factor protease; P15917; multiplex microsphere protease cleavage assay, LF; inhibition, % at 10 µM; 360,000 tested, 0.12% active; AID 588501; note: plate controls were buffer without enzyme for full effect and enzyme alone for no effect
Target sequence (P15917 whole entry, looked up): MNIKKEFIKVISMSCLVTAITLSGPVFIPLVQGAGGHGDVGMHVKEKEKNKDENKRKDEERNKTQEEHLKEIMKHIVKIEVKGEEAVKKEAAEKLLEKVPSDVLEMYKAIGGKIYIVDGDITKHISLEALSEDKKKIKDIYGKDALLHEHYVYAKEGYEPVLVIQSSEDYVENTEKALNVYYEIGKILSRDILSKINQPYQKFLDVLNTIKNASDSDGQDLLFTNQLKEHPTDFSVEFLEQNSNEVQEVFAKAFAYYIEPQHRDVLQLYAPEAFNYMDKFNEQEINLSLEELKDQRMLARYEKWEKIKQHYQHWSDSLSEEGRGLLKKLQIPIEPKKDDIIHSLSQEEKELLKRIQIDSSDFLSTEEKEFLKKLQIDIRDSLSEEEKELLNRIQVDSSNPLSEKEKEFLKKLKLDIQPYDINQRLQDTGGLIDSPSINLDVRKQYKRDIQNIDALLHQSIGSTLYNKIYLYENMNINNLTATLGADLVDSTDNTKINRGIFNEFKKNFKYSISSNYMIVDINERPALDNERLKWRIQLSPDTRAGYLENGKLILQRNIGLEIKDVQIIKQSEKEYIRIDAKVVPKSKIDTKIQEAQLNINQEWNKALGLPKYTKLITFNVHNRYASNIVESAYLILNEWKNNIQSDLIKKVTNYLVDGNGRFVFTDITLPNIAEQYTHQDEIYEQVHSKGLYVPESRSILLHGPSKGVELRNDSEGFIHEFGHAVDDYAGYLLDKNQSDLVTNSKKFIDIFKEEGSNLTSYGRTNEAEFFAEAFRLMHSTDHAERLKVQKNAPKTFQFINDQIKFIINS
CCHF vOTU inh – CCHFV vOTU protease inhibition. Pep-AMC fluorescence. inhibition, % at 11.5 µM. 370,000 tested, 0.55% active; in the data active = inhibition above about 30%; note: 0% = vehicle wells with enzyme and 100% = no enzyme wells
SSB-PriA inh – K. pneumoniae PriA-SSBct interaction inhibition; AID 1272365; AlphaScreen SSBct-PriA binding, biotinylated peptide; 430,000 tested, 0.6% active; inhibition, % at 33 µM; in the data active = inhibition mostly above about 37%, no sharp cut-off; inactive = mostly below about 20%;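 note: plate controls were negative control peptide for no effect and reference peptide for full effect; strong numbers were not always called active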
Numbers without * were called inactive; ? = inconclusive; . = no result given. Cut-off read from the data, not from the text of the source, unless noted: active = inhibition above about 30%; inconclusive = no clear call, values can overlap the other calls; inactive = below that. Some of the compounds tested; count on the stated rates, not on these rows.

SMILES	Rv3671c inh	BoNT F protease	PrPC TRFRET	SARS 3CLpro inh	BoNT-A LC inh2	DUSP3 inh	MazF activator	Anthrax LF inh2	CCHF vOTU inh	SSB-PriA inh
O=C(CNC(=O)c1ccc(Cl)cc1Cl)OCc1nc2ccccc2s1	-4	-3	3	-1	-1.2	-14	5	0	21	-14
CC1(C)COCN1C(=O)c1ccc(Cl)c(Cl)c1	-11	-3	-1	2	-0.4	7	1	1	-5	-3
CCC(=O)n1nc(-c2cccnc2)nc1NCc1ccc(F)cc1	-4	-2	6	-1	-0.4	-24	0	2	-10	-3
C[C@@H](O)C1NC(=O)[C@H](CCCCN)NC(=O)c2cc([N+](=O)[O-])cc(F)c2NCCCC[C@@H](C(N)=O)NC1=O (some centres undefined)	-3	-25	.	-1	0.0	4	20	7	.	4
Cn1cc(SCC(=O)O)c2ccccc21	0	-15	0	2	?	16	-3	-17	-3	-9
COc1ccc(C(=O)COc2ccc3ccc(=O)oc3c2)cc1	12	3	-2	-4	0.4	4	-5	6	-3	0
N#Cc1c(NC(=O)CSc2ncccn2)oc(-c2ccccc2)c1-c1ccccc1	2	-10	0	4	0.5	.	-5	-4	16	5
O=C(CNC(=O)c1ccc(Br)o1)NNC(=O)c1n[nH]c(=O)c2ccccc12	-4	-2	-4	.	1.0	.	3	-2	0	-16
O=C(O)CC(Cn1[nH]nnc1=S)c1ccccc1 (centres undefined)	-2	0	5	1	?	12	-1	1	-1	-13
Cc1cc(C)c2c(c1)cc(C)c1nnc(SCC(=O)Nc3ccccc3N3CCOCC3)n12	-3	-1	8	2	-0.1	24	-2	-1	-5	-2
CC(C)(O)C#Cc1ccc(C(=O)NC(CCCNC(N)=O)C(=O)O)s1 (centres undefined)	-6	-4	-4	2	-0.2	18	0	-9	-5	-1
O=[N+]([O-])c1ccc(N(CCO)CCO)c2c1no[n+]2[O-]	.	-9	-22	.	-0.5	.	-168	1	19	.
NC(=O)CC(NC(=O)c1cccc(Br)c1)c1ccc(NCC2CC2)c([N+](=O)[O-])c1 (centres undefined)	-2	-3	-7	3	-0.1	20	-4	-4	8	15
O=C1CC(SC2=NCCS2)C(=O)N1c1cccc(Cl)c1Cl (centres undefined)	-6	0	2	3	-0.5	-5	6	1	13	8
Cc1cc(OCC(=O)NCc2cccnc2)c2c(C)c(C)c(=O)oc2c1	0	1	-9	-3	0.1	6	-3	-1	-9	-13
COc1ccc(OCc2cc(C(=O)N[C@H]3CCCCNC3=O)no2)c(Cl)c1	6	-8	0	3	0.0	26	-4	0	8	-12
COc1ccc(OC)c(NC(=S)NCc2cccnc2)c1	3	-2	-5	4	-0.6	7	-5	-2	6	-13
COc1ccc(CCNC(=O)Cn2c(=O)n(CCCC(=O)NCc3ccco3)c(=O)c3sccc32)cc1OC	1	-2	-3	-8	-0.6	3	-3	-3	-5	-13
Cc1[nH]c(=S)c(C#N)c(C)c1CCC#N	0	16	-5	-2	-0.3	21	-11	6	1	-8
CCC(/C=N/Nc1ccc(S(=O)(=O)N2CCCC2)cc1[N+](=O)[O-])CC	-10	3	1	4	-0.1	-4	10	-2	3	.
C[C@H](CO)N1C[C@H](C)[C@@H](CN(C)C(=O)NC2CCCC2)Oc2cc(Br)ccc2S1(=O)=O	.	0	9	.	0.2	.	-3	-4	30*	.
O=C(COC(=O)C1CC2C=CC1C2)Nc1cccc(S(=O)(=O)N2CCCCCC2)c1 (centres undefined)	-13	2	-1	7	0.6	-10	3	-2	6	-2
C[C@@H](NC(=O)c1nc[nH]c1C(=O)NCC(=O)OC(C)(C)C)c1ccccc1	-1	-2	4	-2	0.1	13	-5	0	13	0
Cc1csc(=N)n1Cc1ccccc1	-5	-1	1	1	-0.1	-5	11	0	10	-5
O=C(CSc1nnc(COc2ccc(Br)cc2)o1)NC1CCCCC1	3	2	3	0	0.5	2	0	5	4	-16
COc1ccc(-c2nc(C(=O)NCCCN3CCOCC3)cc3c2[nH]c2ccccc23)cc1OC	-5	-9	-13	-7	-0.2	20	21	-6	-33	11
CCN(CC)C1CCN(C(=O)c2ccc(OC3CCN(CCc4ccccc4)CC3)cc2)C1 (centres undefined)	-1	-2	-10	-3	0.0	14	4	-2	-3	-2
Cc1cccc(NC(=S)N/N=C2\CC(C)(C)Oc3ccc(O)cc32)c1	0	-14	5	5	-0.7	13	13	-3	11	.
Cc1ccccc1NC(=O)CCC(=O)N/N=C/c1ccc(F)cc1	-2	1	-1	4	-0.8	12	0	-2	-10	.
O=S(=O)(/N=C(/c1ccccc1)N1CCCCC1)c1ccccc1	3	1	2	2	-0.1	21	8	2	-2	.
Cc1onc(-c2ccccc2)c1-c1nnc(COC(=O)c2ccc(O)cc2)o1	.	1	5	.	0.2	.	-1	1	4	5
O=C(CCCn1cc([N+](=O)[O-])cn1)NC1CCCCCC1	3	1	-2	0	0.5	24	10	-2	-4	3
CC1(C(=O)NCCc2c[nH]c3ccccc23)CCN1Cc1ccccc1OC(F)F (centres undefined)	.	4	12	.	-0.4	.	.	-3	5	.
CCc1ccc(-c2nn(-c3cc(Cl)ccc3[N+](=O)[O-])c(=O)c3ccccc23)cc1	.	-10	-1	0	-0.6	-11	6	-2	-4	-11
CCNc1nnc(-c2ccncc2)s1	-5	-47	0	-1	-1.9	21	-1	-3	-115	-5
N#C/C(=C\c1ccc(OC(=O)c2ccc(Br)s2)cc1)c1nc2ccccc2[nH]1	-33	0	-3	1	0.1	14	7	-4	9	2
CN(Cc1ccon1)C(=O)CC1C(=O)NCCN1Cc1ccccc1C(F)(F)F (centres undefined)	.	1	4	0	-0.2	-9	6	0	10	-15
CC1CCCN(S(=O)(=O)c2coc(C(N)=O)c2)C1 (centres undefined)	3	-3	2	-5	-0.9	16	11	-4	-5	-1
COc1ccc(CCNC(=O)c2ccc3c(=O)n4c(nc3c2)CCC4)cc1OC	.	-4	-5	.	-4.0	.	10	-3	-9	-5
CS(=O)(=O)Cc1ccc(C(=O)N2CCCC2c2cccs2)cc1 (centres undefined)	-3	-5	0	1	-1.3	-22	-1	0	0	0
COCCCN(CC(=O)O)S(=O)(=O)c1cccc(Cl)c1	2	3	6	0	0.0	10	5	-5	-11	-3
COc1ccc(Cl)cc1NC(=S)Nc1ccccc1F	-2	-5	-5	-3	-1.5	1	7	-9	7	-1
CN1CCN(C(=O)/C(=C\c2cccnc2)NC(=O)c2cccc(Br)c2)CC1	-4	-3	-9	-5	-2.5	15	8	0	6	-2
CCOC(=O)[C@]12Cc3cc(C)ccc3[C@H]1N(C(C)C)C(=O)c1ccccc12	.	-2	17	.	0.0	.	.	-2	-4	.
Cc1ccc(C(=O)N/N=C\c2cccn2C)cn1	-1	2	0	-3	0.0	7	11	4	7	.
CC(NC(=O)Nc1ncccn1)(C(F)(F)F)C(F)(F)F	1	1	-2	-3	1.3	-16	-11	-1	9	4
C=C(C)CN(CC)C(=O)CN1C(=O)NC2(CCCc3ccccc32)C1=O (centres undefined)	0	-3	-3	2	-1.9	-6	10	5	9	11
Cc1cc(C)c2c(=O)[nH]c(SCc3ccccc3)nc2n1	-7	13	0	2	0.6	4	7	4	-7	-16

Part of the list above in order of formula weight, ascending.
SMILES	Rv3671c inh	BoNT F protease	PrPC TRFRET	SARS 3CLpro inh	BoNT-A LC inh2	DUSP3 inh	MazF activator	Anthrax LF inh2	CCHF vOTU inh	SSB-PriA inh
COCCCN(CC(=O)O)S(=O)(=O)c1cccc(Cl)c1	2	3	6	0	0.0	10	5	-5	-11	-3
Cc1cccc(NC(=S)N/N=C2\CC(C)(C)Oc3ccc(O)cc32)c1	0	-14	5	5	-0.7	13	13	-3	11	.
CCC(/C=N/Nc1ccc(S(=O)(=O)N2CCCC2)cc1[N+](=O)[O-])CC	-10	3	1	4	-0.1	-4	10	-2	3	.
C[C@@H](NC(=O)c1nc[nH]c1C(=O)NCC(=O)OC(C)(C)C)c1ccccc1	-1	-2	4	-2	0.1	13	-5	0	13	0
COc1ccc(OCc2cc(C(=O)N[C@H]3CCCCNC3=O)no2)c(Cl)c1	6	-8	0	3	0.0	26	-4	0	8	-12
CN(Cc1ccon1)C(=O)CC1C(=O)NCCN1Cc1ccccc1C(F)(F)F (centres undefined)	.	1	4	0	-0.2	-9	6	0	10	-15
N#Cc1c(NC(=O)CSc2ncccn2)oc(-c2ccccc2)c1-c1ccccc1	2	-10	0	4	0.5	.	-5	-4	16	5
O=C(CNC(=O)c1ccc(Br)o1)NNC(=O)c1n[nH]c(=O)c2ccccc12	-4	-2	-4	.	1.0	.	3	-2	0	-16
Cc1cc(C)c2c(c1)cc(C)c1nnc(SCC(=O)Nc3ccccc3N3CCOCC3)n12	-3	-1	8	2	-0.1	24	-2	-1	-5	-2
COc1ccc(-c2nc(C(=O)NCCCN3CCOCC3)cc3c2[nH]c2ccccc23)cc1OC	-5	-9	-13	-7	-0.2	20	21	-6	-33	11
C[C@@H](O)C1NC(=O)[C@H](CCCCN)NC(=O)c2cc([N+](=O)[O-])cc(F)c2NCCCC[C@@H](C(N)=O)NC1=O (some centres undefined)	-3	-25	.	-1	0.0	4	20	7	.	4

(next part)
SMILES	Rv3671c inh	BoNT F protease	PrPC TRFRET	SARS 3CLpro inh	BoNT-A LC inh2	DUSP3 inh	MazF activator	Anthrax LF inh2	CCHF vOTU inh	SSB-PriA inh
O=S(=O)(NCc1ccncc1)c1ccc(F)c(F)c1	.	5	16	.	-0.1	.	-1	1	-4	.
Cc1ccnc(NC(=O)CCC(=O)N(CC(=O)NCc2ccccc2)Cc2cccs2)c1	8	-2	-2	2	-0.4	12	-5	-1	-2	-9
O=C(NC1CC1)C1CCCN(C(=O)NC2CCCCC2)C1 (centres undefined)	-5	2	0	4	0.6	33	-3	9	-6	-7
CCCn1c(SCC(=O)N2CC(=O)Nc3ccccc32)nc2ccccc21	-1	0	-3	0	-0.9	-1	8	0	13	4
NS(=O)(=O)c1cccc(N2CCNCC2)c1	4	-5	1	-2	0.0	16	-1	-1	8	-5
[N-]=[N+]=NC[C@H](Cc1ccccc1)N1CCN(Cc2ccccc2)CCC1=O	-7	0	5	-3	0.7	28	-1	-11	3	3
CCn1cc(C(=O)N(C)c2ccc(OC)cc2OC)c2cc(OC)c(OC)cc2c1=O	9	-10	7	5	-0.6	16	9	-9	11	-10
COc1c(C)cc(Br)cc1C(=O)Nc1cccc(NC(=O)c2ccco2)c1	-17	5	.	-7	-0.3	-4	8	0	.	-2
COC(=O)c1c(NC(=O)c2ccc(N(C)S(=O)(=O)c3ccc(C)cc3)cc2)sc2c1CCCC2	-2	1	6	-5	0.7	-5	2	0	2	4
COCc1cc(C)nc(Sc2nc3c(c(=O)n(C)c(=O)n3C)n2C)c1C#N	.	-18	-2	-1	-3.0	2	-20	10	-19	-1
CCOC(=O)C1(C)NC(c2ccc(OC)cc2OC)C2C(=O)N(c3cccc(OC)c3)C(=O)C21 (centres undefined)	0	4	2	-7	1.5	23	-2	1	-3	-5
C=CCOC(=O)C1=C(C)Nc2nnnn2C1c1cccc(OC)c1OC (centres undefined)	-4	-1	5	2	0.1	-11	-3	4	2	6
Cc1cc(C)c(S(=O)(=O)N2CCCCC2CCNC(=O)C(=O)NCC2CCCO2)c(C)c1 (centres undefined)	-5	-5	17	.	-3.7	.	4	-4	-12	-5
COc1ccccc1C(=O)OCc1cc(=O)n2ccsc2n1	4	-2	7	.	0.6	.	1	-4	3	-10
CC(=NNC(=S)N1CC2CCC(CC2)C1)c1cccc(C)n1	.	45*	7	.	20	.	9	18	-13	-10
CN(C(=O)c1cccc(NC(=O)Cc2ccccc2)c1)c1ccccc1	1	-12	-1	3	-0.9	23	3	-13	10	3
O=C1C2C3C=CC(C2C(=O)N1c1ccc(O)cc1)C1C2C(=O)N(c4ccc(O)cc4)C(=O)C2C31 (centres undefined)	13	-4	-7	3	-0.1	13	5	-4	-3	-1
Cc1c(C)[n+](=O)c(-c2ccco2)c(C)n1[O-]	-1	2	7	1	1.9	13	1	1	4	-9
O=S(=O)(c1cccc2c(S(=O)(=O)N3CCCC3)cccc12)N1CCCC1	-3	-2	-4	-4	-0.4	5	-4	-2	29	-4
